# TNAP activators = human TNAP enzyme activators, primary screen, biochemical, luminescent, no phosphate acceptor, uHTS (AID 1001). purified TNAP, luminescent activation assay, no phosphate acceptor; higher activation fold means a stronger effect. one-dose activation fold at 20 µM; EC50 in µM for titrated hits. 0.03% of 200,000 active; in the data active = activation fold from about 3, or a potency from the dose series; inactive = the rest, 99 in 100 with activation fold below about 1.6; also: many of its hits are not listed in these tables
# Hep lipid drop = modulators of hepatic lipid droplet formation. AML12 mouse hepatocytes, oleate lipid droplets, BODIPY imaging. inhibition, % at 6.5 µM. 0.4% of 240,000 active;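 active = lipid droplet intensity inhibited by at least 50%, with more than 500 cells counted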
#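 Material: mouse AML12 hepatocyte cell line, fixed after treatment; Timing: compound with oleate, overnight; Technique: high-content imaging of BODIPY-stained droplets and DAPI nuclei; Probe or stimulus: oleate, 100 µM final; Dosing: compound at 6.5 µM only.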
# Myeloid diff MLP = promotes myeloid progenitor differentiation | 1% of 360,000 active | AID 624256 | ER-HoxA9 myeloid progenitors, lysozyme-GFP differentiation, flow cytometry | calls only at 10 µM;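 active = normalized GFP-positive differentiation at or above the plate's own cutoff, the solvent-only control mean plus 3 SD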;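 also: cells exposed to compound for four days before flow analysis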
# PMI inhibitors = inhibitors of human PMI, primary screen, biochemical, fluorescence intensity, coupled assay (AID 1209); purified PMI enzyme, coupled fluorescence intensity; higher % means a stronger effect; one-dose inhibition, % at 20 µM; IC50 in µM for titrated hits; 0.42% of 190,000 active; in the data active = inhibition above about 50%;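 also: plate controls were DMSO vehicle for no effect and wells lacking substrate for full effect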
# MT stabilize HCS = microtubule stabilizers in HeLa cells | HeLa tubulin immunostaining HCS, 24 h; share of cells brighter than vehicle mean+2SD | % tubulin-high responders, % at 10 µM | 0.83% of 200,000 active | AID 2205;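 active = plate Z-score above 3 for both tubulin-high and condensed-nucleus cell shares, with cell loss under 80%, at 10 µM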;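 also: anti alpha tubulin signal scored within the nucleus-defined area of each cell; some results filed as inactive read as strong as hits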
# T cell modulator = T cell immune modulation candidate; 2C CD8+ T cell-vesicle binding, flow cytometry; hits give low values; calls only at 7 µM; 0.068% of 330,000 active;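 active = response, share of CD8 T cells binding vesicles, and their 90th percentile fluorescence all below set limits, cut at about 80% in these data, passing the limit was not always enough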
#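 Test system: purified 2C TCR transgenic mouse naive CD8+ T cells. Probe or stimulus: QL9-peptide-loaded Drosophila micro-vesicles bearing Ld, ICAM-1 and B7-1. Incubation: binding step 1.5 h, 37 °C, antibody labelling 20 min, ice. Measured by: flow cytometry of vesicle-bound cells.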
# b-catenin transl = beta-catenin nuclear translocation modulation | HeLa beta-catenin nuclear translocation, immunofluorescence imaging | nuclear translocation activity, % at 5 µM | 0.3% of 190,000 active | AID 1665;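 active = nuclear translocation activity above 50% at 5 µM, with a well cell count of 50 or more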;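 also: per-cell ratio of nuclear to cytoplasmic median beta-catenin stain intensity; plate controls were DMSO negative control for no effect and GSK-3 inhibitor IX positive control for full effect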
#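 assay system = human HeLa cells, endogenous beta-catenin | times = compound treatment 24 h, 37°C, 5% CO2 | detection = Anti-beta-catenin immunofluorescence on PFA-fixed, Triton-permeabilized cells, DAPI nuclei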
# Insulin prom up = MIN6 insulin promoter up-regulation. MIN6 insulin promoter-GFP reporter, high-content imaging; hits give high values. z-score at 5 µM. 0.3% of 190,000 active;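 active = z-score above 3 at 5 µM with at least 500 cells counted in the well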
# Dynein cargo inh = dynein cargo transport inhibition; 0.47% of 220,000 active; z-score, hits read low; AID 1381; 3617.4 mouse cells, GR-EGFP nuclear translocation imaging; test concentration mostly 20 µM; stimulated with dexamethasone, 1 µM; hits give low values;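 active = plate z-score of nuclear minus cytoplasmic receptor signal below a set negative limit, without overly bright fluorescence or cell loss, cut at about -3.5 in these data, passing the limit was not always enough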;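 also: z-score of nuclear minus cytoplasmic ring GR-EGFP intensity difference per well; some compounds called inactive have numbers as strong as hits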
#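 Also added: dexamethasone, 1.0 µM final. Medium: tet-free, stripped-serum medium. Detection: fixed, Hoechst-stained cells imaged at 10x for EGFP. Read-out: nuclear-to-cytoplasmic GR-EGFP distribution per well. Times: induction 48 h, compound 1 h, agonist 30 min.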
# Dynein cargo inh cytoplasmic EGFP = second read-out of Dynein cargo inh, no call of its own (marks repeat the call); z-score; measured here: cytoplasmic GR-EGFP intensity; hits give high values
# Dynein cargo inh nuclear GR-EGFP = also measured in Dynein cargo inh; calls as there; z-score; measured here: nuclear GR-EGFP intensity;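 lower value marks the stronger effect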
# Dynein cargo inh cell count = further read-out of Dynein cargo inh, marked with its call; z-score; measured here: cell count per field
# Insulin prom up cell count = also measured in Insulin prom up; calls as there; cell count; measured here: cytotoxicity, nuclei count;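 total cells summed across four imaged fields per well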
# Hep lipid drop cells 6.5 µM = also measured in Hep lipid drop; calls as there; cell count; measured here: cell count, cytotoxicity flag;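 cells counted across two imaged fields per well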
# b-catenin transl cell count 5 µM = recorded beside b-catenin transl, whose call it bears; cell count; measured here: cell count, cytotoxicity flag
# T cell modulator vesicle-bound % = also measured in T cell modulator; calls as there; double positive events, %; measured here: CD8+ vesicle-bound cell fraction;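 binding gate set so that unloaded-vesicle control wells show 10% double positive cells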
# MT stabilize HCS Hoechst-high % = second read-out of MT stabilize HCS, no call of its own (marks repeat the call); % Hoechst-high responders; measured here: nuclear condensation Hoechst responders;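 share of cells brighter than vehicle mean plus two SD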
# MT stabilize HCS cytotoxicity % = also measured in MT stabilize HCS; calls as there; toxicity, %; measured here: cytotoxicity by cell density;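 0% = mean cell density of plate MIN control wells and 100% = no cells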
# Myeloid diff MLP GFP+ MAC1+ % = second read-out of Myeloid diff MLP, no call of its own (marks repeat the call); GFP+ MAC1+ double positive, %; measured here: differentiation confirmed by MAC1 staining
# The depositor's hits bear a star; i = inactive; · = not tested or not shown; + = active, no number.
SMILES,TNAP activators,Hep lipid drop,Hep lipid drop cells 6.5 µM,Myeloid diff MLP,Myeloid diff MLP GFP+ MAC1+ %,PMI inhibitors,MT stabilize HCS,MT stabilize HCS Hoechst-high %,MT stabilize HCS cytotoxicity %,T cell modulator,T cell modulator vesicle-bound %,b-catenin transl,b-catenin transl cell count 5 µM,Insulin prom up,Insulin prom up cell count,Dynein cargo inh,Dynein cargo inh cytoplasmic EGFP,Dynein cargo inh nuclear GR-EGFP,Dynein cargo inh cell count
CC(C)CC(NC(=O)C(CO)NC(=O)C1CCC(=O)N1)C(N)=O (stereo not drawn),1.1,-9.6,633,i,0.2,-11.2%,1.9,1.8,9.8,i,42.9,-2.5,1103,-0.21,1354,0.634,-0.17,0.234,0.279
COc1c(F)c(F)c(C(=O)Nc2ccc3oc(-c4ccncc4)nc3c2)c(F)c1F,1.2,9.9,767,i,0.9,0.0%,3.8,3.3,5.5,i,16.6,·,·,·,·,0.161,0.179,0.154,0.221
CC(=O)NCCOC(=O)Nc1cccnc1,1,·,·,i,0.0,-7.9%,1.3,0.7,2.5,i,51.0,-5.0,991,0.1,1563,-0.483,-0.00703,0.0286,0.368
CCn1c(SCC(=O)NCc2ccco2)nc2c(c1=O)SC(C)C2 (stereo not drawn),1.1,-11.5,683,i,1.0,1.6%,2.5,1.2,4.0,i,37.7,-0.9,1114,-0.64,1284,-0.469,-0.258,-0.198,0.331
CCOC(=O)c1sc2nccc(N(C)C)c2c1N=CNOCc1c(F)cccc1Cl,1,15.1,800,i,0.7,8.7%,0.8,2.3,8.1,i,40.8,·,·,-1.39,974,-0.087,-0.313,0.148,0.383
CCC(C)/C=C/C1=CC2=C(Cl)C(=O)C3(C)OC(=O)C(C(=O)C(C)C(C)O)C3C2=CO1 (stereo not drawn),1,-1.4,717,i,3.6,-20.8%,3.4,2.1,16.6,i,27.7,0.2,1098,0.25,1454,2.62,-0.0372,1.78,-0.611
O=C(CCc1nnc(C2CCCCC2)o1)N1CCN(Cc2ccccc2)CC1,1.1,-1.0,730,i,0.2,-4.7%,3.7,2.0,2.4,i,30.1,-0.1,1550,0.33,1652,-0.821,-0.28,-0.321,0.938
CC(NCc1ccco1)C(=O)N1CCc2ccccc2C1 (stereo not drawn),1,-8.7,698,i,2.3,4.7%,2.2,1.1,25.0,i,47.2,·,·,-0.02,1241,-0.813,-0.127,-0.142,0.221
Cc1nn(-c2ccccc2)c2sc(C(=O)OCC(=O)N3CCCCC3)cc12,1.1,·,·,i,1.0,15.8%,·,·,·,i,5.5,2.4,1135,-0.79,1085,·,·,·,·
CCN(CC)CC(=O)Nc1nn(-c2ccccc2)nc1C(N)=O,1.1,·,·,i,1.5,-1.7%,1.7,1.6,8.1,i,14.3,-0.6,1319,0.25,1479,-0.184,-0.23,-0.247,0.451
CCCCNC(=O)c1onc(CCl)c1C(=O)OC,1.1,·,·,i,0.7,4.3%,6.3,2.1,1.4,·,·,0.6,1419,0.2,1245,-0.834,-0.199,0.0673,1.28
CCCN(CC(=O)Nc1ccc(C(N)=O)cc1)CC(=O)Nc1cc(Cl)ccc1Cl,1.1,13.4,673,i,0.4,5.2%,3.1,1.5,2.5,i,57.5,-0.3,1537,-0.01,1514,-0.368,0.00927,0.0353,0.714
O=C(c1ccco1)N1CCN(C(c2ccccc2Cl)c2nnnn2Cc2cccs2)CC1 (stereo not drawn),1,·,·,i,0.5,13.5%,3.3,2.4,2.6,i,33.0,-4.6,946,-1.37,1357,-0.466,-0.146,-0.222,0.258
FC(F)Sc1ccc(NC(=S)NC2CCCCC2)cc1,1.1,·,·,i,5.5,11.5%,1.3,0.7,9.0,i,7.9,·,·,0.89,916,0.271,0.0428,0.325,0.0921
Cn1c(CNC(=O)c2ccco2)nnc1SCC(=O)c1ccccc1,1.1,1.5,691,i,0.7,-14.0%,1.7,1.3,4.7,i,47.1,-2.4,939,0.9,1646,-0.883,-0.346,-0.0883,1.14
CCCN1C(=O)/C(=C2/C=Cc3ccccc3N2CC)SC1=S,0.7,84.9*,693*,+,1.8*,7.3%,4.4,4.0,2.9,i,9.3,-2.0,1040,-2.07,1172,-1.08,-0.186,-0.674,1.12
COc1ccc(C(=O)NCC(c2cccnc2)N2CCN(c3ccccc3OC)CC2)cc1OC (stereo not drawn),1.1,-62.3,586,i,5.6,10.2%,3.4,1.5,9.4,i,19.6,-0.2,1056,0.38,1812,0.775,-0.0704,0.593,-0.818
Cc1ccc(CNS(=O)(=O)NCc2ccc(Cl)cc2)cc1,1.1,-25.6,707,i,0.2,-1.6%,4.5,1.9,9.2,i,59.5,-4.5,1090,0.49,1590,0.539,-0.259,0.563,-0.274
Cc1ccc(-c2nnn(CCC(=O)N3CCCCC3C)n2)cc1 (stereo not drawn),1,·,·,i,7.4,0.3%,4.5,2.2,2.1,i,10.4,0.5,1429,0.07,1403,-0.484,-0.108,0.09,0.0201
Nc1nccnc1C(=O)OCC(=O)Nc1cccc(S(=O)(=O)N2CCCCC2)c1,1.1,-10.7,645,i,0.7,1.7%,3.3,1.8,5.5,i,42.1,-0.7,1119,0.49,1431,0.278,0.000431,0.0648,-0.964
CCCC(=O)C1=C(O)C(C(=O)OC)C(C)(C)CC1=NC(C)C (stereo not drawn),1.1,-18.7,715,i,0.8,-8.4%,2.6,2.7,3.9,i,52.9,-0.3,1172,·,·,0.121,-0.258,0.127,-0.127
C=CCN(CC=C)C(=O)c1ccc(OC2CCN(Cc3ccccn3)CC2)cc1,1.1,-5.1,684,i,0.4,-2.6%,1.9,2.0,11.6,i,54.4,-0.6,1080,0.31,1346,1.06,-0.21,0.61,-0.807
Cc1ccc(C(=O)Nc2nnc(C)s2)o1,1.2,13.2,808,i,8.6,-2.4%,1.4,1.1,7.0,i,23.2,-4.3,1172,-0.24,949,0.245,0.968,0.286,0.142
COc1ccc(S(=O)(=O)N(CC(=O)O)Cc2ccccc2)cc1OC,1.1,·,·,i,2.0,15.3%,0.8,3.9,11.3,i,34.2,-0.9,1421,0.81,1494,-1.29,-0.201,-0.711,2.21
Nc1ccc2c(c1)COc1ccccc1O2,1.1,·,·,i,13.9,0.3%,3.7,1.6,4.1,i,14.2,1.8,1129,1.45,1072,-0.844,-0.144,-0.144,-0.0942

# The listing continues:
SMILES,TNAP activators,Hep lipid drop,Hep lipid drop cells 6.5 µM,Myeloid diff MLP,Myeloid diff MLP GFP+ MAC1+ %,PMI inhibitors,MT stabilize HCS,MT stabilize HCS Hoechst-high %,MT stabilize HCS cytotoxicity %,T cell modulator,T cell modulator vesicle-bound %,b-catenin transl,b-catenin transl cell count 5 µM,Insulin prom up,Insulin prom up cell count,Dynein cargo inh,Dynein cargo inh cytoplasmic EGFP,Dynein cargo inh nuclear GR-EGFP,Dynein cargo inh cell count
CC1CCN(CCOc2ccc(Cl)c(Cl)c2)CC1,1.2,-4.5,662,i,0.3,-5.3%,2.1,3.5,4.9,i,49.7,-2.0,1034,-0.18,1373,-0.559,0.0551,-0.661,0.904
CCN(CC)S(=O)(=O)c1ccc(-c2nnc(SCC(=O)N3CCOCC3)o2)cc1,1,·,·,i,7.4,9.1%,4.3,2.9,16.3,i,21.7,0.7,1154,-0.48,1478,1.55,0.00566,1.69,-2.28
CCc1nc(SCc2cc(Cl)ccc2OC)n[nH]1,1.1,-5.4,641,i,1.4,5.1%,12.3,6.4,96.3,i,18.0,1.8,1061,0.06,1242,-0.848,-0.164,-0.169,2.04
N#CCC(=O)Nc1ncn(Cc2ccccc2Cl)n1,1.1,20.1,599,i,1.6,9.0%,3.5,2.7,5.0,i,26.3,0.3,964,-0.78,1745,-0.471,-0.183,-0.297,1.05
COc1ccc(-c2cc3ccccc3n2CC(O)Cn2nc(C)cc2C)cc1 (stereo not drawn),1.1,·,·,i,1.0,5.5%,4.7,1.6,5.7,i,50.4,-5.6,924,-0.24,1209,-0.182,-0.157,0.193,0.337
COc1cccc(C2C(C#N)=C(C)NC3=C2C(=O)CC(C)(C)C3)c1 (stereo not drawn),1,-6.0,722,i,0.2,5.4%,3.1,3.4,9.2,i,57.6,0.5,447,0.12,1176,-0.558,-0.286,-0.523,0.883
O=c1c2ccccc2[nH]c(=S)n1CCCN1CCOCC1,1.1,4.3,764,i,1.0,11.7%,2.5,2.9,9.3,i,52.8,-3.9,1201,0.88,904,1.31,-0.129,0.304,0.358
CC(C)c1ccc(/C=N/NC(=O)c2ccccn2)cc1,·,1.4,666,i,0.2,·,·,·,·,i,31.4,0.7,1334,·,·,0.184,-0.255,0.76,-0.167
O=C(COc1ccc(Cl)cc1Cl)N1CCN(c2ccccn2)CC1,1.1,-3.0,575,i,1.1,-1.2%,3.2,3.1,5.6,i,41.8,-0.6,1539,-0.14,1431,-0.805,-0.336,-0.0288,0.792
COc1ccc(CNn2c(-c3cccs3)nc3ccccc3c2=O)cc1OC,1.1,-7.5,760,i,0.4,7.4%,2.6,2.3,7.1,i,63.3,0.4,1144,-0.81,1160,-0.258,-0.345,-0.21,0.893
